From PubChem
Lipid storage S3: qHTS Assay for Lipid Storage Modulators in Drosophila S3 Cells; Drosophila S3 cells, BODIPY lipid droplet fluorescence, 18-24 h; cells fed with added oleic acid; lipid storage change, negative = inhibition, % at the top dose, mostly 46.1 µM; hits show Potency in µM; actives 0.64% (n = 320,000); active = well fitted inhibition curve with a large enough effect in the signal ratio, with a control signal flat, not every such curve was filed as active; inconclusive = small, poorly fitted or top-dose-only effect, or effect the other way, or a change in a side signal; the % refers to the signal ratio
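Drosophila S3 cells got compounds at several concentrations plus oleic acid (400 uM solution). Laser-scanning cytometry with 488 nm excitation read lipid droplets at 500-530 nm and cells at 575-640 nm. Percent activity was relative to 20 uM Triacsin C.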
Lipid storage S3 cell count max: also measured in Lipid storage S3; calls as there; cell number change, %; measured here: cell count max response;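 cells counted by Cell Tracker Red CMTPX staining in the red channel; peak over a dose series mostly up to 46.1 µM; percent activity relative to internal control wells on each plate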
Numbers without * were called inactive; i = inactive; ? = inconclusive; . = no result given; [ ] = another dose, or the depositor's remark. % is set by controls: 0 for no effect and ±100 for the full control effect; potency is the fitted concentration of half-maximal effect. Not all compounds are listed (hit frequency here may not be typical).

SMILES	Lipid storage S3	Lipid storage S3 cell count max
COc1ccc(-c2noc(N3CCCC(C(=O)Nc4ccc(F)cc4F)C3)n2)cc1 (centres undefined)	3.4%	2.9
COc1ccc(C(=O)N2C(=S)NC(=O)/C2=C\c2ccc(C)cc2)cc1	12.1%	24.6
COc1cc(OC)cc(C(=O)Nn2cc(C(=O)Nc3c(F)cccc3F)c3ccccc3c2=O)c1	24.4%	23.0
CCn1ccnc1C(O)c1cccc(OC)c1 (centres undefined)	?	.
O=C(NCc1cccnc1)c1cc([N+](=O)[O-])ccc1N1CCOCC1	?	.
O=C(Nc1ccccc1OCc1ccccc1)c1ccccc1Br	i	-20.9
Fc1ccccc1Cc1noc(CN2CCC(OCc3cccnc3)CC2)n1	?	.
CC(C)(C)NC(=O)c1cccc(NC(=O)c2ccc(NC(=O)c3ccco3)cc2)c1	?	.
COc1ccc(C(=O)/C=C2/C(=O)Nc3ccccc32)c(OC)c1	?	.
CC(C)Cc1nnc(NC(=O)CSc2nc(O)c(Cc3ccccc3)c(=O)[nH]2)s1	?	.
Cc1cc2c(cc1C)NC1(C(=O)Nc3ccccc31)C1=C(CC(C)(C)CC1=O)N2 (centres undefined)	?	.
COc1ccc(N2CCN(C(=O)CN3C(=O)C4CC=CCC4C3=O)CC2)cc1 (centres undefined)	?	.

The closing 7 entries of the part above are carried over, then new ones follow:
SMILES	Lipid storage S3	Lipid storage S3 cell count max
O=C(Nc1ccccc1OCc1ccccc1)c1ccccc1Br	i	-20.9
Fc1ccccc1Cc1noc(CN2CCC(OCc3cccnc3)CC2)n1	?	.
CC(C)(C)NC(=O)c1cccc(NC(=O)c2ccc(NC(=O)c3ccco3)cc2)c1	?	.
COc1ccc(C(=O)/C=C2/C(=O)Nc3ccccc32)c(OC)c1	?	.
CC(C)Cc1nnc(NC(=O)CSc2nc(O)c(Cc3ccccc3)c(=O)[nH]2)s1	?	.
Cc1cc2c(cc1C)NC1(C(=O)Nc3ccccc31)C1=C(CC(C)(C)CC1=O)N2 (centres undefined)	?	.
COc1ccc(N2CCN(C(=O)CN3C(=O)C4CC=CCC4C3=O)CC2)cc1 (centres undefined)	?	.
COc1ccc(C(=O)NC(=S)N(C)C2CCCCC2)cc1	i	-25.8
Nc1c(C(=O)NC2CC2)c2nc3ccccc3nc2n1-c1ccc2c(c1)OCO2	-1.1%	7.4
Cc1ccc(-n2c(-c3ccccc3)c[n+]3c2CCc2ccccc2-3)c(C)c1	?	.
O=C(NCCSc1ccccn1)c1ccc(Cl)cc1Cl	-0.4%	12.5
O=C(NC(=S)NCCc1ccccn1)c1ccccc1	?	.
CC(C)C(=O)N1CCN(c2ccccc2NC(=O)c2ccco2)CC1	?	.
Fc1cccc(Cl)c1-c1nnc2ccc3ccccc3n12	?	.
Cc1cc(C)nc(SCC(=O)N/N=C/c2cc(C)n(-c3ccccc3C)c2C)n1	?	.
COc1ccc(-c2cc(C(=O)N3CCCC3)c3ccccc3n2)cc1	i	8.1
CCOc1ccc(CCNC(=O)C2CCN(c3nnc(-n4cccc4)s3)CC2)cc1OCC	?	.
CCCNC(=O)c1cnc(-c2ccccc2)nc1-c1ccccc1	5.2%	0.7
O=C(c1cc(S(=O)(=O)N2CCOCC2)ccc1Cl)N1CCC(Cc2ccccc2)CC1	?	.
CCOC(=O)[C@@H]1[C@H]2COc3cc(OC)ccc3[C@@H]2N2C(=O)N(c3cccc(F)c3)C(=O)[C@@]12C	?	.
COc1ccc2[nH]c3c(=O)n(Cc4ccc(C(=O)NCC5CCCO5)cc4)c(=S)[nH]c3c2c1 (centres undefined)	?	.
O=C(N/N=C/c1cccc(O)c1)NC1CCCCC1	?	.
O=C(Cn1cnc2ccccc2c1=O)NCCCN1CCCC1=O	?	.
Cc1cccc(N/N=C/c2ccccc2O)c1	?	.
O=C(O)CC(CC(=O)NCC(O)c1ccccc1)c1ccccc1 (centres undefined)	-8.9%	2.5
Cc1ccc(-c2cc(C(F)(F)F)n3ncc(C(=O)NCc4ccco4)c3n2)cc1	-7.0%	-26.7
Cc1cc(C(=O)COC(=O)c2ccccc2Br)c(C)n1CC1CCCO1 (centres undefined)	?	.
Cc1ccc2nc(Cn3cc(C(F)(F)F)cc(Cl)c3=O)cc(=O)n2c1	?	.
Cc1cc(C)c(NS(=O)(=O)c2ccc(Cl)c(C(=O)O)c2)c(C)c1	?	.
COc1ccc(-c2nn(-c3ccccc3)cc2C(=O)N(C)C)cc1	?	.
N#Cc1c(N)nc(SCC(=O)NC2CCCCC2)c(C#N)c1-c1ccc(Cl)cc1	14.8%	-7.8
Cn1c2ccccc2c2nnc(SCc3ccc4nonc4c3)nc21	?	.
Cc1ccc(NC=C(S(=O)(=O)c2ccccc2)S(=O)(=O)c2ccccc2)c(C)c1	?	.
COc1ccc(NS(=O)(=O)c2c(C)[nH]c(=O)[nH]c2=O)c(OC)c1	?	.
Cc1cc(C)c(S(=O)(=O)N/N=C/c2ccc([N+](=O)[O-])o2)c(C)c1	?	.
Cn1nnnc1SCC(=O)NC(=O)Cc1ccccc1	?	.
Cc1ccc(NC(=O)c2cccnc2)cc1S(=O)(=O)N1CCOCC1	?	.
CCN1CCN(c2ncnc3c2sc(=S)n3-c2ccccc2)CC1	-9.6%	-10.8
COc1cccc(-c2ccc(NC(=O)C3CCCN(Cc4cnc(C)s4)C3)cc2)c1 (centres undefined)	-8.3%	-22.3
CN(c1ccccc1)S(=O)(=O)c1ccc(C(=O)NCc2ccccc2CN2CCCC2)cc1	?	.
CC(=O)C1=C(O)C(=O)OC1c1ccc(Cl)cc1 (centres undefined)	?	.
Cc1cc(=O)[nH]c(SCC(=O)N2CCCC(C)C2)n1 (centres undefined)	?	.
Cc1cccc(-c2noc(CSc3ccccc3)n2)c1	0.1%	26.9
COCCc1nc2ccc(C(=O)N3CCCCC3COC)cc2o1 (centres undefined)	?	.
CCOc1ccc(-n2cc(C(=O)N3CCN(C)CC3)c3cc(OC)c(OC)cc3c2=O)cc1	-3.9%	.
COC(=O)Cc1cc(=O)oc2cc(OC)ccc12	i	.
CCCCn1nc(C(=O)NCC(c2cccs2)N2CCOCC2)c2ccccc2c1=O (centres undefined)	?	.
O=C(O)COc1ccc(-c2nc(-c3ccccc3)c(-c3ccccc3)[nH]2)cc1	?	.
Cn1c(=O)c2c(nc(Oc3ccccc3Cl)n2C)n(C)c1=O	13.3%	10.1
COc1cc(NC(=S)N2CCCC2)cc(OC)c1	-8.8%	-0.6
COc1ccc(S(=O)(=O)N2CCC(O)(c3cccnc3)CC2)cc1OC	5.3%	15.8
O=C(COC(=O)CNC(=O)c1ccccc1Cl)Nc1cc(C(F)(F)F)ccc1Cl	i	-4.9
COC(=O)c1ccccc1NC(=O)c1cc2ccccc2o1	i	-19.3
Cc1cccc(C(=O)Nc2ccccc2C(=O)NCc2cccnc2)c1	0.5%	-0.7
CCO[C@H]1OC(C(=O)N2CCN(C)CC2)=C[C@@H](c2ccc(Br)cc2)[C@@H]1CCCO	0.5%	4.8

Reformatted field by field: 3 of the compounds above
> Cc1ccc(NC=C(S(=O)(=O)c2ccccc2)S(=O)(=O)c2ccccc2)c(C)c1
  Lipid storage S3 = ?; Lipid storage S3 cell count max = .

> O=C(COC(=O)CNC(=O)c1ccccc1Cl)Nc1cc(C(F)(F)F)ccc1Cl
  Lipid storage S3 = i; Lipid storage S3 cell count max = -4.9

> COC(=O)Cc1cc(=O)oc2cc(OC)ccc12
  Lipid storage S3 = i; Lipid storage S3 cell count max = .

Next results:
SMILES	Lipid storage S3	Lipid storage S3 cell count max
Cc1c(NC(=S)Nc2cccc(Cl)c2)c(=O)n(-c2ccccc2)n1C	5.8%	8.7
Cc1cc(C)nc(SCCC(=O)Nc2ccccc2Cl)n1	26.2%	18.7
Cc1ccc(S(=O)(=O)c2c(N)n(CCCN(C)C)c3nc4ccccc4nc23)cc1	?	.
Cc1cc(=O)n2c3ccccc3n(C)c2n1	i	-0.7
COc1cc(C(=O)Nc2nc3ccc(C)cc3s2)ccc1OCc1c(C)noc1C	?	.
CCOc1ccc(C(=O)NCC(=O)N2CCCCCCC2)cc1	?	.
CC(C)(C)NC(=O)NC(=O)CN1CCN(S(=O)(=O)/C=C/c2ccccc2)CC1	?	.
COC(=O)C1CCN(C(=O)C2CCCCC2)CC1	0.7%	4.2
O=C(COc1ccc2c(c1)CCC2)Nc1ccccn1	21.6%[0.0737 µM]	24.6
Cc1ccccc1NC(NC(=O)c1cccs1)C(Cl)(Cl)Cl (centres undefined)	-0.5%	.
CCOC(=O)c1cnc(SCC(=O)Nc2sc(C)c(C)c2C#N)nc1N	26.9%	7.9
O=C(O)C1CCN(S(=O)(=O)Cc2ccccc2)CC1	?	.
NC(=O)COC(=O)c1ccc2c(c1)S(=O)(=O)N=C1CCCCCN12	-2.0%	-4.6
CCN(CC)CCN(CC(=O)Nc1c(C)cc(C)cc1C)C(=O)c1ccccc1	3.8%	4.4
CC(/C=C/c1ccccc1)=N\Nc1nc(-c2ccccc2)cs1	?	.
Cc1oc2cc3oc(=O)c(CCC(=O)N4C[C@H]5C[C@@H](C4)c4cccc(=O)n4C5)c(C)c3cc2c1C	?	.
CCOc1ccc(N(CC(=O)NC2CCCCC2)S(=O)(=O)c2ccc(C)cc2)cc1	?	.
O=C(O)c1ccc(CS(=O)(=O)c2c(Cl)cccc2Cl)o1	4.0%	.
CCN(CC)CCOC(=O)c1ccc(NC(=O)CCCN2C(=O)/C(=C/c3cccs3)SC2=S)cc1	?	.
CCCc1nc2c(ccc3ccccc32)cc1CC	?	.
O=C(CSc1ccc(-c2ccccc2)nn1)N1CCCCC1	-9.6%	5.4
CC(OC(=O)/C=C/c1ccccc1)C(=O)Nc1ccc(C(N)=O)cc1 (centres undefined)	?	.
COc1ccc(OC)c(NC(=O)c2ccc(-c3csc(C)n3)cc2)c1	?	.
O=Cc1c[nH]c2ccc(OCc3ccccc3)cc12	?	.
CC(C)Nc1nnc(SCC(=O)c2c(N)n(Cc3ccccc3)c(=O)n(C)c2=O)s1	?	.
COc1ccccc1CC(NC(C)=O)C(=O)NC1CCN(c2nnnn2-c2ccccc2)CC1 (centres undefined)	i	.
Cc1[nH]n(-c2ccccc2)c(=O)c1C(c1ccccc1[N+](=O)[O-])C(C#N)C#N (centres undefined)	-13.0%	7.2
Cc1ccc(C(=O)COC(=O)CCC(=O)Nc2ccccc2Cl)cc1[N+](=O)[O-]	?	.
COc1ccc(-c2nc3ccc(C)cc3c(=O)o2)cc1OC	?	.
CC(C)NC(=O)c1ccc(N2CCOCC2)nc1	i	-22.1
COc1ccccc1S(=O)(=O)Cc1ccc(C(=O)NCCN2CCCC2)o1	6.5%	-15.9
CC(C)c1ccc(NC(=O)CSc2nnc(-c3ccccn3)n2C)cc1	?	.
COc1ccc(/C=C2\CCC(C3CCCC3)C2=O)cc1Cn1cccn1 (centres undefined)	9.9%	-4.0
Cc1nn(Cc2c(F)cccc2Cl)c(=O)c2ccccc12	i	17.2
CC1(C)N=C(C(=O)c2ccccc2)N(O)C1(C)O (centres undefined)	?	.
CN1CCN(C(=O)C2(NC(=O)Nc3ccccc3Cl)CCCCC2)CC1	0.7%	-0.6
Cc1cc(=O)oc2cc(OCC(=O)OCC(=O)N(CCC#N)c3ccccc3)ccc12	?	.
